FBW7 activator = FBW7 E3 ligase activators, primary screen, biochemical, AlphaScreen, human | F-box/WD repeat-containing protein 7 (Homo sapiens), Q969H0 | AlphaScreen FBW7–phospho-cyclin E peptide binding, activator screen | normalized activity (activation), % at 26.1 µM | 0.13% of 650,000 active; in the data active = normalized activity above about 1.9%;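 also: purified mutant Fbw7 with reduced substrate affinity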
Target sequence (Q969H0 whole entry, looked up): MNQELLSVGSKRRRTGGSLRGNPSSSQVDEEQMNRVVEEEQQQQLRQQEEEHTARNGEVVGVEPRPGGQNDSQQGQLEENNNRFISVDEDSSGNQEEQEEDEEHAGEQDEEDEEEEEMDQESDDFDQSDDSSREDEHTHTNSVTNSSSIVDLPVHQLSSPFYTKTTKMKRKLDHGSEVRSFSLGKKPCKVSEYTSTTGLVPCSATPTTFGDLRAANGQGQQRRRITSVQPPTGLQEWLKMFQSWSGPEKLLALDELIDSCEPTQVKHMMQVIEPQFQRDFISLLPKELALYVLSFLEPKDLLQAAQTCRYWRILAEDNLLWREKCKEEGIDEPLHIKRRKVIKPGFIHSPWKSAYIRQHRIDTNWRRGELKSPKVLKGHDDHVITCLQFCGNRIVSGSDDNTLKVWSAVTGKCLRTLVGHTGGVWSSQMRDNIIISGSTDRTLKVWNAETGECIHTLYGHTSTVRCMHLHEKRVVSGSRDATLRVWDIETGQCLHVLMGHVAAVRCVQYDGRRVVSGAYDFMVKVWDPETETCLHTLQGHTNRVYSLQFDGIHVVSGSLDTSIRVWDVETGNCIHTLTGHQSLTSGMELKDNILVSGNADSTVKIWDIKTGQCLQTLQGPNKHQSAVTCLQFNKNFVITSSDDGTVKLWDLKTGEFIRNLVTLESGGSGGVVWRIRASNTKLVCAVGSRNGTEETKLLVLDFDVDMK
MITF primary = MITF inhibitors, primary screen, biochemical, AlphaScreen, human | inhibition, % at 2.6 µM | 0.91% of 650,000 active | AlphaScreen MITF homodimerization, bead proximity signal; in the data active = inhibition above about 50%;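 also: 0% = vehicle wells with protein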
TEAD-YAP block = TEAD-YAP interaction inhibition, primary screen, TEAD-YAP interaction inhibitor project, luminescence, HEK-TIYL cells; inhibition, % at 9.12 µM; TEAD-Gal4/YAP UAS-luciferase luminescence; 1.4% of 640,000 active; in the data active = inhibition above about 32%;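 also: 0% = median of test compound wells and 100% = reference inhibitor wells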
GPR151 ag = activators of human GPR151, primary screen, cell-based, PathHunter beta-arrestin, luminescence; G-protein coupled receptor 151 (Homo sapiens), Q8TDV0; PathHunter beta-arrestin GPR151 cells; activation, % at 11.2 µM; 1% of 650,000 active; in the data active = activation above about 4.9%;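 also: 0% = median of compound wells and 100% = cells with positive control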
Target sequence (Q8TDV0 whole entry, looked up): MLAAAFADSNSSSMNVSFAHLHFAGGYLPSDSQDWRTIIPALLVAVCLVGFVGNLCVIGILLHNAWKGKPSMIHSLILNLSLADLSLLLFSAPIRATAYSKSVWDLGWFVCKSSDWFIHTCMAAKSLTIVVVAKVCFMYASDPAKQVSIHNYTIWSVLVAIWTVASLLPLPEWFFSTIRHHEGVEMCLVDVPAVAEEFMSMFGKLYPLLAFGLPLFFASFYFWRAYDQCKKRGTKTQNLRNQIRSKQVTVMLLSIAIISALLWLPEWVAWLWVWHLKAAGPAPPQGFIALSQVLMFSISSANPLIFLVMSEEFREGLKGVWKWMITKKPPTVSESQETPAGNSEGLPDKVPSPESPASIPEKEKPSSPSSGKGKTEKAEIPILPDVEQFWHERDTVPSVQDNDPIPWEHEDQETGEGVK
Active calls of the source: *.

SMILES | FBW7 activator | MITF primary | TEAD-YAP block | GPR151 ag
O=C(NCCc1ccccc1Cl)C(=O)NCc1ccccc1 | 0.1 | -4 | 2 | -0.2
CCCNC(=O)C1CC(=O)N(c2ccc(OCc3ccc(Cl)cc3)cc2)C1 (configuration not stated) | 0.5 | 23 | -48 | -2.4
CN1CCN(c2cc(-c3ccccc3F)nc(-c3ccccn3)n2)CC1 | -0.2 | -5 | 12 | 2.3
COc1ccc(CCn2c(-c3ccc(Cl)cc3)csc2=Nc2ccc(F)cc2)cc1OC | 0.2 | 6 | 2 | 4.4
COCC(=O)N(Cc1cc2cc3c(cc2nc1Cl)OCO3)CC1CCCO1 (configuration not stated) | 0.2 | 8 | 16 | 0.1
CC(C)(C)c1ccc(NC(=O)c2ccc(Cl)cc2)c([N+](=O)[O-])c1 | -0.1 | 4 | -16 | 1.7
CC(C)C(=O)Nc1ccc(NC(=O)COc2ccc(C(C)C)cc2)cc1 | 0.2 | 2 | 4 | 1.3
O=c1[nH]c(-c2cccc(O)c2)nc2sc3c(c12)CCCC3 | 0.1 | 12 | 15 | 0.0
COc1cc(OC)nc(CSCCNC(=O)CN(C)OC)n1 | -0.1 | -6 | 8 | 0.1
COCCNC(=O)c1cc2c(=O)[nH]c3ccc(C)cc3c2s1 | -0.1 | -2 | 1 | -0.3
CC(C)CCNC(=O)CSc1ccc(C(=O)Nc2ccccc2C(F)(F)F)cc1[N+](=O)[O-] | 0.3 | -3 | -4 | -1.8
CCn1nc(C)c(C(=O)N2CCn3c(CO)nnc3C2)c1C | 0.0 | 10 | 1 | -1.7
CCCCCCc1cc2c(=O)c(-c3nc4ccccc4n3C)c(C(F)(F)F)oc2cc1O | 0.0 | 8 | 2 | -0.4
COCCNC(=O)CCS(=O)(=O)Cc1ccc(C)cc1 | 0.1 | -4 | 0 | 0.5
Cc1cc(/C=N\NC(=O)COc2cccc3cccnc23)c(C)n1-c1ccc(O)cc1 | 0.2 | 16 | 8 | 0.5
COc1cccc(CN2CCNC(=O)C2CC(=O)N(C)Cc2ncc[nH]2)c1OC (configuration not stated) | 0.1 | 7 | 2 | -0.2
N#CC1=C(N)Oc2n[nH]c(-c3ccccc3)c2C1c1ccc([N+](=O)[O-])s1 (configuration not stated) | 0.0 | 17 | 18 | 2.1
Cc1oc2c(O)c(O)ccc2c(=O)c1-c1ccc(Cl)cc1 | 0.9 | 10 | -1 | -0.8
COc1ccc2c(c1)CC(c1nc3ccc(-c4ncnc5[nH]cc(C)c45)cc3c(=O)[nH]1)CO2 (configuration not stated) | -0.1 | -2 | -6 | -2.0
COc1cc(Nc2ncnc3c2c(-c2ccccc2)cn3-c2ccccc2)cc(OC)c1OC | -0.1 | 1 | 2 | 1.0

3 consecutive entries already listed, for reference:
SMILES | FBW7 activator | MITF primary | TEAD-YAP block | GPR151 ag
Cc1oc2c(O)c(O)ccc2c(=O)c1-c1ccc(Cl)cc1 | 0.9 | 10 | -1 | -0.8
COc1ccc2c(c1)CC(c1nc3ccc(-c4ncnc5[nH]cc(C)c45)cc3c(=O)[nH]1)CO2 (configuration not stated) | -0.1 | -2 | -6 | -2.0
COc1cc(Nc2ncnc3c2c(-c2ccccc2)cn3-c2ccccc2)cc(OC)c1OC | -0.1 | 1 | 2 | 1.0

The list continues:
SMILES | FBW7 activator | MITF primary | TEAD-YAP block | GPR151 ag
CCOc1ccc(NC(=O)c2ccc(OC)c(I)c2)cc1 | 0.0 | 9 | -3 | -1.1
COc1ccccc1CCNC(=O)CCc1nnc(CCc2ccccc2)o1 | 0.0 | -5 | -13 | 1.5
CC(=O)N(CC1CCCO1)C1(C(=O)NC2CCCCC2)CCCCC1 (configuration not stated) | 0.1 | 0 | 13 | 0.2
CCN(CC)C(=O)CN(Cc1ccc(C)cc1)S(=O)(=O)c1ccc(Cl)cc1 | 0.1 | -11 | -1 | -0.6
C/C=C1\C(=O)CC2C3CCC4=CC(=O)CC[C@]4(C)C3CC[C@]12C (some centres not stated) | 0.7 | 6 | 1 | -1.3
COc1cc(NC(=O)CSc2ncnc3c2cnn3-c2ccccc2C)cc(OC)c1 | -0.2 | -1 | 21 | -0.3
CC(C)(C)OC(=O)N1CCCN(S(=O)(=O)c2ccc3c(c2)CCO3)CC1 | 0.1 | -10 | 0 | 0.7
COc1ccccc1OC(=O)c1cc(S(=O)(=O)N2CCOCC2)ccc1Cl | 0.5 | 11 | 2 | 0.8
COc1cc(NC(=O)COc2ccc(C)cc2Br)c(OC)cc1Cl | 0.2 | 18 | -1 | -0.1
CC1CCN(c2nc3ccccn3c(=O)c2/C=C2\SC(=S)N(C)C2=O)CC1 | 0.1 | 10 | 6 | 2.9
COc1ccc(Cl)cc1N1C(=O)CSC1c1cc2c(cc1[N+](=O)[O-])OCO2 (configuration not stated) | -0.1 | -4 | -9 | 1.8
CC1CCCC(C)N1C(=O)COc1ccccc1C#N (configuration not stated) | 0.1 | -14 | 14 | 0.5
CC(C)C1N=C2c3ccccc3N=C(SCc3ccc(C(C)(C)C)cc3)N2C1=O (configuration not stated) | 0.2 | 9 | 6 | -0.1
CNC(=O)NC(=O)C(C)Oc1ccccc1F (configuration not stated) | 0.1 | 13 | -3 | -0.7
CC(=O)N1C(=O)CC(C)N(C(C)=O)c2ccccc21 (configuration not stated) | -0.2 | -4 | -3 | 0.5
O=C(COc1ccc(Cl)cc1)Nc1nc(-c2ccc(Cl)cc2)cs1 | 0.1 | -2 | -5 | -0.4
Cc1ccc(NC(=O)C(NS(=O)(=O)c2cccc3nsnc23)C(C)C)cc1 (configuration not stated) | 1.5 | 19 | 3 | 0.1
O=C(NC(N1CCOCC1)C(Cl)(Cl)Cl)c1c(Cl)cccc1Cl (configuration not stated) | -0.1 | 3 | -9 | 0.5
COc1cc(/C=C2\SC(N)=NC2=O)ccc1OC(=O)c1cccc(F)c1 | -0.1 | -5 | 9 | 0.2
CC(NCC(O)COc1ccc2ccccc2c1)C(O)c1ccc(O)cc1 (configuration not stated) | -0.2 | 39 | 0 | -0.4
CC(=O)N1CCN(c2c(Cl)cccc2[N+](=O)[O-])CC1 | 0.7 | 15 | -9 | 1.4
CN(CC1COCCO1)C(=O)CCC1(Cc2cccc3ccccc23)CCC(=O)N1 (configuration not stated) | -0.1 | 17 | 5 | 2.7
CCOc1ccc(C(=O)COC(=O)c2ccccc2I)cc1 | 0.2 | 15 | -6 | -0.2
COC1CCCN(C(=O)C2CCCN(c3nc(C)c4ccc(C)cc4n3)C2)C1 (configuration not stated) | 0.1 | 10 | 12 | -1.3
COCc1cc(C)nc(SCC(=O)N(c2ccccc2)c2ccccc2)c1C#N | -0.2 | 8 | 18 | -0.2
COc1ccc(NC(=O)N2CCN(c3cc(N4CCOCC4)ncn3)CC2)cc1 | 0.6 | 2 | -4 | -1.4
CCOc1ccc(C2c3c(oc4ccc(C)cc4c3=O)C(=O)N2CCCN2CCOCC2)cc1 (configuration not stated) | 0.0 | 1 | -33 | 0.7
COc1ccc2c(c1)c1ncn(CCN3CCN(Cc4ccccc4)CC3)c(=O)c1n2C | -0.1 | -2 | 1 | -0.2
NC(=O)C1CCN(C(=O)c2ccc3c(=O)n(C4CCCCC4)c(SCc4ccccc4F)nc3c2)CC1 | 0.0 | -14 | 5 | 0.3
O=C(NCc1ccccn1)c1ccc2c(c1)[nH]c(=S)n1c3ccccc3nc21 | -0.3 | 11 | 3 | 0.2
CCOC(=O)NC(=C(Cl)Cl)c1ccc(C)c(F)c1 | 0.3 | 7 | 13 | 0.7
CCOCCCNC(=O)c1ccc(Sc2ccc(Br)cc2)c([N+](=O)[O-])c1 | -0.1 | 7 | 7 | 3.9
COc1ccc(-c2cc(=O)c3cc(C)ccc3o2)cc1 | -0.1 | -9 | 18 | -4.9
Cc1ccc(C(C)(C)C)c(OCC(=O)Nc2ccccc2F)c1 | 1.1 | -11 | -13 | -0.6
O=C1C(c2ccc(Cl)cc2)N(C2CC2)C(=O)CN1C1CCCCCC1 (configuration not stated) | -0.1 | 5 | -3 | 1.3
CCCc1cc(=O)n2c(C(=O)Nc3ccccc3C)c(C(=O)Nc3ccccc3)sc2n1 | 0.1 | 13 | 5 | 1.0
Cc1ccc(C(=C2C3C=CC2C2C(=O)NC(=O)C32)c2ccc(C)cc2)cc1 (configuration not stated) | 1.1 | 1 | -6 | 2.2
COc1ccc(CN2CCNC(=O)C2CC(=O)NC2CC(C)(C)CC(C)(C)C2)cc1OC (configuration not stated) | -0.1 | 1 | 9 | 1.6
O=C1CSC(c2ccccc2C(F)(F)F)N1c1ccc(Oc2ccc(Cl)cc2)cc1 (configuration not stated) | -0.1 | -3 | -7 | 1.0
O=C1CC(c2cccc(Cl)c2)CC(O)=C1C=Nc1ccccc1 (configuration not stated) | 0.4 | 0 | 3 | -0.2
Cn1cc(S(=O)(=O)NCc2ccc(Cl)cc2)c(=O)n(C)c1=O | 0.0 | -1 | -4 | -0.2
COc1ccc(C(=O)CSc2nc(C3CCCC3)nc3c2c(=O)n(C)c(=O)n3C)cc1 | 0.1 | -1 | 4 | 0.5
Cc1cccc(C(=O)N2CCNC(=O)C2CC(=O)Nc2ccc(F)cc2)c1 (configuration not stated) | 0.0 | 9 | 3 | 4.1
O=C(c1cnccn1)N(c1ccccc1)C1(C(=O)NC2CCCCC2)CCCCC1 | 0.7 | -3 | 4 | -1.7
COc1ccc(-c2cc(C(=O)Nc3ccccc3)ccn2)cc1 | 0.1 | 2 | 9 | -0.2
Cc1sc(NC(=O)CSCC(=O)N2CCOCC2)nc1-c1ccccc1 | -0.1 | 8 | 3 | 1.8
C=C(C)CCC(C)N1CCC(n2nccc2NC(=O)C(C)(C)C)CC1 (configuration not stated) | 0.1 | 10 | 5 | 0.6
CCOc1cc(/C=C2/C(=N)N3OC(C)=CC3=NC2=O)ccc1OCc1ccc2c(c1)OCO2 | 0.0 | 7 | -2 | 2.4
Cc1ccc(NC(=O)c2sc3ncn(CC(=O)Nc4cccc(C(F)(F)F)c4)c(=O)c3c2C)cc1F | -0.3 | 9 | -4 | 1.7
COc1cc2c(cc1/C=C(\C#N)c1nc3ccccc3[nH]1)OCO2 | -0.1 | 1 | -17 | 0.6
Cc1ccc(C2CC(c3ccc(Br)cc3)=NN2C(=O)CSC2=NN3CCCC(=O)N=C3S2)cc1 (configuration not stated) | 0.4 | 11 | 10 | -0.7
CN(C)c1ccc(NC(=S)c2ccccn2)cc1 | -1.3 | 33 | 93* | -9.1
CCOC(=O)c1cc(CC)sc1NC(=O)c1cc(-c2ccc(CC(C)C)cc2)nc2ccccc12 | 1.2 | 11 | 3 | -0.3
O=C(c1cccc(Cl)c1)N1CCN(S(=O)(=O)c2ccccc2)CC1 | 0.0 | -2 | 21 | 0.3
Cc1cccc(N(C)C(=O)CCN2C(=O)C3C4C=CC(C4)C3C2=O)c1 (configuration not stated) | 0.6 | 5 | 3 | 2.5
O=C(COc1ccc(Cl)cc1)N1CCN(C(=O)c2ccc(F)cc2)CC1 | 1.0 | 4 | -1 | -0.9
CCOC(=O)C1=C(C)N=c2s/c(=C\c3cc(C)n(-c4ccc(N5CCOCC5)cc4)c3C)c(=O)n2C1c1ccc(OC)cc1OC (configuration not stated) | 0.0 | -8 | -4 | 0.6
O=C(NCCOc1ccccc1)c1csc(Nc2ccccc2)n1 | 0.3 | 23 | -44 | -0.5
COc1ccc(CCNC(=O)/C=C/c2ccccc2)cc1OC | -0.1 | 8 | -3 | 1.1
CC(=O)c1sc2c(c1N)c(=O)[nH]c(=O)n2Cc1cccs1 | 0.0 | -4 | 2 | 0.6

Results in TEAD-YAP block and FBW7 activator, for 6 of the compounds above:
Molecule	TEAD-YAP block	FBW7 activator
Cc1cccc(N(C)C(=O)CCN2C(=O)C3C4C=CC(C4)C3C2=O)c1 (configuration not stated)	3	0.6
CC1CCCC(C)N1C(=O)COc1ccccc1C#N (configuration not stated)	14	0.1
CCOc1ccc(NC(=O)c2ccc(OC)c(I)c2)cc1	-3	0.0
Cc1oc2c(O)c(O)ccc2c(=O)c1-c1ccc(Cl)cc1	-1	0.9
COc1ccc(CCNC(=O)/C=C/c2ccccc2)cc1OC	-3	-0.1
CC(=O)N(CC1CCCO1)C1(C(=O)NC2CCCCC2)CCCCC1 (configuration not stated)	13	0.1

The list continues:
SMILES | FBW7 activator | MITF primary | TEAD-YAP block | GPR151 ag
O=C(Cn1cncn1)N1CCOc2ccc(CN3CCc4ccccc4C3)cc2C1 | -0.1 | -20 | 6 | -1.4
CCOC(=O)CC(NS(=O)(=O)c1ccc(Cl)c(OC)c1)c1ccccc1Cl (configuration not stated) | 0.0 | -1 | -9 | -0.6
COc1ccc(-c2nsc(SCC(=O)Nc3ccc([N+](=O)[O-])cc3)n2)cc1 | -0.1 | -2 | 5 | -1.6
CC(/C=C/c1ccco1)=N\NC(=O)c1cc(Cl)ccc1O | -0.4 | 16 | -19 | -1.6

Single entries from above.
Under TEAD-YAP block, COc1cc(OC)nc(CSCCNC(=O)CN(C)OC)n1 has the entry 8
Under FBW7 activator, CC(C)C(=O)Nc1ccc(NC(=O)COc2ccc(C(C)C)cc2)cc1 has the entry 0.2
Under FBW7 activator, Cc1cccc(C(=O)N2CCNC(=O)C2CC(=O)Nc2ccc(F)cc2)c1 (configuration not stated) has the entry 0.0
Under FBW7 activator, O=C(c1cnccn1)N(c1ccccc1)C1(C(=O)NC2CCCCC2)CCCCC1 has the entry 0.7
Under MITF primary, CCOc1cc(/C=C2/C(=N)N3OC(C)=CC3=NC2=O)ccc1OCc1ccc2c(c1)OCO2 has the entry 7
Under MITF primary, CCOC(=O)c1cc(CC)sc1NC(=O)c1cc(-c2ccc(CC(C)C)cc2)nc2ccccc12 has the entry 11
Under TEAD-YAP block, O=C(Cn1cncn1)N1CCOc2ccc(CN3CCc4ccccc4C3)cc2C1 has the entry 6

Screening data: PubChem, The Scripps Research Institute Molecular Screening Center
